Bioassay records from PubChem.
DAX1 inh-1: DAX1 (NR0B1) inhibition, primary screen | AID 652010 | 1.1% of 370,000 active | HEK293T StAR-luciferase reporter, SF-1/DAX-1 repression relief | inhibition, % at 6.8 µM;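 active means inhibition above the mean over all tested compounds plus 3 SD, cut at about 3.6% in these data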;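 further: 0% = DAX-1 cells with DMSO and 100% = cells lacking DAX-1 with DMSO; higher inhibition means more luminescence from relief of DAX-1 repression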
ADAM10 inh: inhibits human ADAM10; recombinant ADAM10, EDANS/DABCYL FRET peptide cleavage, 3 h; inhibition, % at 7 µM; 0.62% of 370,000 active;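 active means inhibition above a per-campaign cutoff equal to the mean of compounds falling between control-based bounds plus 3 SD, cut at about 20% in these data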;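 further: 0% = DMSO wells while the 100% control is not disclosed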
DAX1 inh-2: NR0B1 (DAX1) inhibition. P51843. HEK293 Gal4-DAX1 luciferase reporter, luminescence. inhibition, % at 6.75 µM. 0.99% of 340,000 active. AID 504766;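 active means inhibition above the mean over all tested compounds plus 3 SD, cut at about 4.2% in these data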;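 further: 0% = DAX1-transfected cells with DMSO and 100% = empty-vector control cells with DMSO; inhibition shows as a rise in luminescence from relieved DAX1 repression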
Target sequence (P51843 207-470 limits assumed): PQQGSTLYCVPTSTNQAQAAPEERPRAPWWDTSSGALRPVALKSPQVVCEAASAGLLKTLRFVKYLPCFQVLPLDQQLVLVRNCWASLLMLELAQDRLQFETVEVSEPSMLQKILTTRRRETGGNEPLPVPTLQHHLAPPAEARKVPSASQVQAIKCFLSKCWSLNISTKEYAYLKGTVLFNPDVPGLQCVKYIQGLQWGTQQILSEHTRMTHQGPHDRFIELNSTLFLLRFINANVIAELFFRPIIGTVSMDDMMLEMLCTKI
ssDAF-12 act: activates DAF-12 receptor from parasite S. stercoralis; HEK293 ssDAF-12/GRIP1 lit1-tk-luc reporter, luminescence; % of 3 µM dafachronic acid response; activation, % at 6.8 µM; 1% of 370,000 active; AID 652126;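 active means activation above the mean over all tested compounds plus 3 SD, cut at about 0.9% in these data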;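 further: 0% = DMSO-only wells and 100% = 3 µM delta7-dafachronic acid wells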
PLCb3 inh: PLC-beta3 (human) inhibition, primary screen | Q01970 | Purified PLC-beta3, fluorogenic substrate, fluorescence | inhibition, % at 12.2 µM | 0.18% of 370,000 active | AID 720704; in the data active means inhibition above about 11%;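 further: 0% = median of compound wells on plate and 100% = full blocker control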
hcDAF12 agonist: activates DAF-12 receptor from parasite H. contortus. HEK293 hcDAF-12 lit1-tk-luc reporter, luminescence; 0% DMSO, 100% Δ7-dafachronic acid. activation, % at 6.8 µM. 1.4% of 370,000 active;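 active means activation above the mean of all tested compounds plus 3 SD, cut at about 5.5% in these data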;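 further: 100% = response to 3 µM Δ7-dafachronic acid high control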
sPLA2-III inh: Inhibits HGIII-sPLA2 liposome hydrolysis, primary screen; Q9NZ20; inhibition, % at 12.2 µM; 0.56% of 370,000 active; QFRET BODIPY PC-A2 liposome hydrolysis, fluorescence;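 active means inhibition above mean plus 3 SD of compounds lying within the high and low control bounds, cut at about 19% in these data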;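 further: 0% = median of test compound wells and 100% = no enzyme DMSO wells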
Target sequence (Q9NZ20 whole entry, looked up): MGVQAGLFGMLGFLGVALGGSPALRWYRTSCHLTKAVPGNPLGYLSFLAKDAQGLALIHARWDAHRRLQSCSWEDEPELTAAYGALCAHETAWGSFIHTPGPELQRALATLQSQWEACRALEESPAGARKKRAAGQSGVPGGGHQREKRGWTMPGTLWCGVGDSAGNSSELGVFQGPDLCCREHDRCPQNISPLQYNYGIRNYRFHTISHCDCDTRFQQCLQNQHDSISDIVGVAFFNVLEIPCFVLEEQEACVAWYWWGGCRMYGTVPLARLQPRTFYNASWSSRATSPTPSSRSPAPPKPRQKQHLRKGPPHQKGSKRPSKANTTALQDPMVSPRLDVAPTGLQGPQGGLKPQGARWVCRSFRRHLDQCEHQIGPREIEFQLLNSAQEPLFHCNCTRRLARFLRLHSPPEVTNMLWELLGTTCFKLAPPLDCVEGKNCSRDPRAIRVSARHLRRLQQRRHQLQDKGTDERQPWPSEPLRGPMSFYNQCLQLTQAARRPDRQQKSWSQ
ADAM17 inh: inhibitors of human ADAM17; inhibition, % at 6.95 µM; recombinant ADAM17, EDANS/DABCYL FRET peptide cleavage; P78536; AID 720648; 0.83% of 370,000 active;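 active means inhibition above the mean of compounds lying between control limits plus 3 SD, set per campaign, cut at about 8.5% in these data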;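 further: 0% = DMSO-only wells as the low control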
PLCg1 inh: PLC-gamma1 (human) inhibition, primary screen; P19174; purified PLC-gamma1, fluorogenic substrate, fluorescence; inhibition, % at 12.2 µM; 0.84% of 370,000 active; AID 720700; in the data active means inhibition above about 9.5%
hgDAF-12 ag: agonists of H. glycines DAF-12 nuclear receptor | 1.8% of 370,000 active | activation, % at 6.8 µM | HEK293 GAL4-hgDAF12 UAS-luciferase reporter, agonist luminescence; normalized to butyrate control;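 active means activation above a cutoff set at the mean of all screened compounds plus 3 SD, cut at about 10% in these data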;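 further: 0% = DMSO wells and 100% = sodium butyrate wells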
FXN GAA850 act: activators of GAA850 frataxin (FXN) promoter; HEK293 lucGAA850 FXN promoter luciferase reporter, 24 h; percent of 10 µM SAHA response; activation, % at 6 µM; 0.56% of 360,000 active;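 active means activation above the average of all compounds screened plus 3 SD, cutoff fixed separately per campaign, cut at about 7.5% in these data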;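 further: 0% = DMSO wells and 100% = 10 µM SAHA wells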
The depositor's hits bear a star. Compounds as they come; 6.9% or so of the library scored in one or more.

Screening COC(=O)c1ccc(CSc2nncn2N)cc1 returned DAX1 inh-1 0.2, ADAM10 inh -3.2, DAX1 inh-2 -0.4, ssDAF-12 act -0.8, PLCb3 inh 3.1, hcDAF12 agonist -0.3, sPLA2-III inh -2.9, ADAM17 inh -4.3, PLCg1 inh -0.6, hgDAF-12 ag -0.4 and FXN GAA850 act 1.3.
For CC(=O)Oc1ccc(CC(C(=O)O)N2C(=O)c3ccccc3C2=O)cc1 (centres undefined) the results were DAX1 inh-1 -0.2, ADAM10 inh 8.0, DAX1 inh-2 1.4, ssDAF-12 act -1.3, PLCb3 inh 6.6, hcDAF12 agonist -0.8, sPLA2-III inh -2.5, ADAM17 inh -1.1, PLCg1 inh 5.6, hgDAF-12 ag 0.4 and FXN GAA850 act -0.7.
`c1ccc(-c2noc(CN3CCN(c4cnccn4)CC3)n2)cc1` gave DAX1 inh-1 -0.6, ADAM10 inh -11.2, DAX1 inh-2 0.5, ssDAF-12 act -1.2, PLCb3 inh -0.2, hcDAF12 agonist 0.1, sPLA2-III inh 2.2, ADAM17 inh -7.5, PLCg1 inh -2.6, hgDAF-12 ag -3.6 and FXN GAA850 act 1.4.
Screening CCOc1ccc(NC(=O)CN(C)C(=O)Cc2ccc3c(c2)OCCO3)cc1OCC returned DAX1 inh-1 0.3, ADAM10 inh -7.2, DAX1 inh-2 1.0, ssDAF-12 act -1.8, PLCb3 inh 1.5, hcDAF12 agonist -0.2, sPLA2-III inh -1.0, ADAM17 inh -4.2, PLCg1 inh 1.3, hgDAF-12 ag 3.1 and FXN GAA850 act 0.1.
Screening O=C(COC(=O)/C=C/c1ccccc1)NC(=O)NC1CCCCC1 returned DAX1 inh-1 -1.0, ADAM10 inh 1.4, DAX1 inh-2 0.8, ssDAF-12 act -0.6, PLCb3 inh -2.6, hcDAF12 agonist -0.8, sPLA2-III inh -9.2, ADAM17 inh -2.1, PLCg1 inh 0.0, hgDAF-12 ag -1.2 and FXN GAA850 act -0.1.
Screening CN(C)C(CNC(=O)c1cc(Br)ccc1Cl)c1ccco1 (centres undefined) returned DAX1 inh-1 -0.2, ADAM10 inh -4.3, DAX1 inh-2 0.7, ssDAF-12 act -0.9, PLCb3 inh -5.0, hcDAF12 agonist -2.5, sPLA2-III inh 0.6, ADAM17 inh -5.2, PLCg1 inh -1.8, hgDAF-12 ag -0.8 and FXN GAA850 act 0.6.
`CCn1c(=NC(=O)c2ccc(S(=O)(=O)N3CCOCC3)cc2)sc2cccc(OC)c21` gave DAX1 inh-1 -1.3, ADAM10 inh -5.9, DAX1 inh-2 -1.4, ssDAF-12 act -1.2, PLCb3 inh -27.8, hcDAF12 agonist -1.8, sPLA2-III inh -0.1, ADAM17 inh -3.4, PLCg1 inh -24.7, hgDAF-12 ag -1.1 and FXN GAA850 act 0.4.
CCC(=O)NCCc1nc2ccccc2n1CC was read as DAX1 inh-1 0.1, ADAM10 inh -9.0, DAX1 inh-2 0.6, ssDAF-12 act -1.1, PLCb3 inh 0.8, hcDAF12 agonist 3.3, sPLA2-III inh -0.6, ADAM17 inh 5.5, PLCg1 inh -1.2, hgDAF-12 ag 9.3 and FXN GAA850 act 0.2.
`O=C(CSc1nc(=O)n(CCCN2CCOCC2)c2c1CCC2)Nc1cccc(F)c1` gave DAX1 inh-1 -0.5, ADAM10 inh -2.7, DAX1 inh-2 0.8, ssDAF-12 act -1.6, PLCb3 inh -3.6, hcDAF12 agonist -0.1, sPLA2-III inh 1.8, ADAM17 inh 0.7, PLCg1 inh 0.4, hgDAF-12 ag 3.1 and FXN GAA850 act -1.6.
`O=C(CN1CCN(Cc2ccccc2)C1=O)NCc1cccs1` gave DAX1 inh-1 1.2, ADAM10 inh 7.7, DAX1 inh-2 0.6, ssDAF-12 act -1.5, PLCb3 inh 9.9, hcDAF12 agonist -0.2, sPLA2-III inh 1.4, ADAM17 inh -0.4, PLCg1 inh 7.1, hgDAF-12 ag -1.1 and FXN GAA850 act -0.5.
COc1ccc(S(=O)(=O)N2CCOCC2)cc1NC(=O)CCCSc1ccccc1 was read as DAX1 inh-1 1.4, ADAM10 inh 1.6, DAX1 inh-2 0.5, ssDAF-12 act -1.2, PLCb3 inh 4.7, hcDAF12 agonist 1.0, sPLA2-III inh -0.9, ADAM17 inh -2.6, PLCg1 inh 1.4, hgDAF-12 ag 0.1 and FXN GAA850 act -1.3.
Screening CC(NC(=O)CCN1C(=O)c2ccccc2C1=O)c1ccccc1 (centres undefined) returned DAX1 inh-1 -0.3, ADAM10 inh 4.3, DAX1 inh-2 4.5*, ssDAF-12 act -1.4, PLCb3 inh -3.9, hcDAF12 agonist 1.7, sPLA2-III inh 0.6, ADAM17 inh -2.7, PLCg1 inh -0.8, hgDAF-12 ag 0.2 and FXN GAA850 act -0.1.
`CCOc1ccc(C(=O)N2CCN(c3cccc(Cl)c3)CC2)cc1` gave DAX1 inh-1 1.1, ADAM10 inh 16.9, DAX1 inh-2 -0.1, ssDAF-12 act -0.8, PLCb3 inh -3.4, hcDAF12 agonist -0.8, sPLA2-III inh -0.8, ADAM17 inh -0.6, PLCg1 inh 3.8, hgDAF-12 ag 7.0 and FXN GAA850 act -1.6.
COc1cc(/C=N/NC(=S)N/N=C/c2cc(OC)c(OC)c(OC)c2)cc(OC)c1OC was read as DAX1 inh-1 -1.6, ADAM10 inh -25.5, DAX1 inh-2 -1.1, ssDAF-12 act -1.2, PLCb3 inh -96.6, hcDAF12 agonist -4.0, sPLA2-III inh 6.5, ADAM17 inh -6.7, PLCg1 inh -86.8, hgDAF-12 ag -0.2 and FXN GAA850 act 6.0.
CCOc1ccc(N2CC(C(=O)Nc3cccnc3)CC2=O)cc1 (centres undefined) was read as DAX1 inh-1 0.1, ADAM10 inh -2.7, DAX1 inh-2 0.0, ssDAF-12 act -1.2, PLCb3 inh -2.7, hcDAF12 agonist -0.5, sPLA2-III inh 0.6, ADAM17 inh 0.8, PLCg1 inh -1.8, hgDAF-12 ag 1.0 and FXN GAA850 act 2.4.
CC(=O)c1cn(CC(=O)NCC2CCCO2)c2ccccc12 (centres undefined) was read as DAX1 inh-1 -0.5, ADAM10 inh -3.8, DAX1 inh-2 -1.3, ssDAF-12 act -0.4, PLCb3 inh 1.6, hcDAF12 agonist -0.6, sPLA2-III inh 0.9, ADAM17 inh -1.4, PLCg1 inh -0.6, hgDAF-12 ag 1.5 and FXN GAA850 act -1.8.
Cc1cc(C)cc(N(C(=O)c2csnn2)C(C(=O)NC2CCCCC2)c2cccnc2)c1 (centres undefined) was read as DAX1 inh-1 0.1, ADAM10 inh 1.2, DAX1 inh-2 2.4, ssDAF-12 act -0.8, PLCb3 inh -7.3, hcDAF12 agonist -1.6, sPLA2-III inh 0.3, ADAM17 inh -2.2, PLCg1 inh 1.1, hgDAF-12 ag -0.2 and FXN GAA850 act -0.9.
Screening COc1cccc(Cn2cnc3c(NS(=O)(=O)c4cccc(Cl)c4Cl)c(C)c(C)cc32)c1 returned DAX1 inh-1 -0.6, ADAM10 inh 9.2, DAX1 inh-2 -1.5, ssDAF-12 act -1.7, PLCb3 inh -0.7, hcDAF12 agonist -2.9, sPLA2-III inh -29.6, ADAM17 inh 2.0, PLCg1 inh 2.8, hgDAF-12 ag -3.6 and FXN GAA850 act -4.3.
For CSc1nnc(CSc2cc(C)nc(N(C)C)n2)o1 the results were DAX1 inh-1 0.2, ADAM10 inh -3.1, DAX1 inh-2 -0.6, ssDAF-12 act -1.4, PLCb3 inh -7.3, hcDAF12 agonist 3.7, sPLA2-III inh -0.9, ADAM17 inh 6.6, PLCg1 inh 9.4, hgDAF-12 ag -0.9 and FXN GAA850 act -0.5.
For CCCn1c(N)c(C(=O)CSc2n[nH]c(-c3ccccc3F)n2)c(=O)n(C)c1=O the results were DAX1 inh-1 -1.9, ADAM10 inh -23.6, DAX1 inh-2 -0.6, ssDAF-12 act -1.3, PLCb3 inh -8.1, hcDAF12 agonist -2.2, sPLA2-III inh 7.9, ADAM17 inh -7.5, PLCg1 inh 2.6, hgDAF-12 ag -4.9 and FXN GAA850 act 1.1.
For NC(=O)c1ccc(NC(=O)CN2CCN(C(=O)c3ccco3)CC2)cc1 the results were DAX1 inh-1 -0.3, ADAM10 inh -3.9, DAX1 inh-2 0.6, ssDAF-12 act -0.8, PLCb3 inh -2.2, hcDAF12 agonist -1.5, sPLA2-III inh -0.7, ADAM17 inh -2.6, PLCg1 inh 0.3, hgDAF-12 ag 2.8 and FXN GAA850 act -0.7.
For COc1ccc(CCNC(=O)C2(C)CCC(=O)N2CCC(C)C)cc1OC (centres undefined) the results were DAX1 inh-1 -0.1, ADAM10 inh -5.5, DAX1 inh-2 1.5, ssDAF-12 act -1.7, PLCb3 inh 4.2, hcDAF12 agonist -0.6, sPLA2-III inh -7.2, ADAM17 inh -0.4, PLCg1 inh 0.4, hgDAF-12 ag -0.3 and FXN GAA850 act -2.1.
Screening Cn1c(=O)c2c(nc(NCC(O)CO)n2CCc2ccccc2)n(C)c1=O (centres undefined) returned DAX1 inh-1 -0.2, ADAM10 inh 4.1, DAX1 inh-2 5.4*, ssDAF-12 act -1.2, PLCb3 inh -0.6, hcDAF12 agonist 1.0, sPLA2-III inh 9.3, ADAM17 inh -3.0, PLCg1 inh 1.9, hgDAF-12 ag 1.6 and FXN GAA850 act 0.3.
`NS(=O)(=O)c1ccc(NC(=O)COc2ncnc3sccc23)cc1` gave DAX1 inh-1 0.6, ADAM10 inh -8.7, DAX1 inh-2 2.8, ssDAF-12 act -1.1, PLCb3 inh -16.3, hcDAF12 agonist -0.1, sPLA2-III inh 1.4, ADAM17 inh -11.5, PLCg1 inh -5.7, hgDAF-12 ag -1.7 and FXN GAA850 act 1.1.
`CC(C(=O)Nc1ccccc1-c1ccccc1)N1CCOCC1` (centres undefined) gave DAX1 inh-1 -0.8, ADAM10 inh -2.1, DAX1 inh-2 -0.3, ssDAF-12 act -1.5, PLCb3 inh -0.2, hcDAF12 agonist -1.6, sPLA2-III inh 19.6*, ADAM17 inh -6.6, PLCg1 inh -2.1, hgDAF-12 ag -1.0 and FXN GAA850 act 1.4.
For COc1ccc(CCNC(=O)CSc2n[nH]c(C)c2[N+](=O)[O-])cc1OC the results were DAX1 inh-1 0.1, ADAM10 inh 6.6, DAX1 inh-2 1.1, ssDAF-12 act -1.1, PLCb3 inh -7.9, hcDAF12 agonist 2.4, sPLA2-III inh -2.5, ADAM17 inh -2.6, PLCg1 inh 4.7, hgDAF-12 ag 3.5 and FXN GAA850 act 0.8.
For Cc1cccc(NC(=S)NCCN(C2CCCCC2)C2CCCC2)c1 the results were DAX1 inh-1 -0.2, ADAM10 inh 2.6, DAX1 inh-2 2.5, ssDAF-12 act -1.9, PLCb3 inh 0.4, hcDAF12 agonist 1.2, sPLA2-III inh 23.8*, ADAM17 inh -1.7, PLCg1 inh 1.9, hgDAF-12 ag -3.0 and FXN GAA850 act -6.4.
Screening CCCC(=O)Nc1cccc(NC(=S)NC(=O)C(C)Oc2ccc(Cl)cc2Cl)c1 (centres undefined) returned DAX1 inh-1 0.3, ADAM10 inh 6.4, DAX1 inh-2 -0.2, ssDAF-12 act -0.6, PLCb3 inh -2.9, hcDAF12 agonist 0.2, sPLA2-III inh -4.6, ADAM17 inh 2.8, PLCg1 inh 2.2, hgDAF-12 ag -0.6 and FXN GAA850 act 0.0.
